Source: PubChem BioAssay
Abeta yeast res = compounds reversing amyloid beta toxicity in yeast | yeast expressing A-beta42, growth rescue, OD600, 48 h; response scale: 0% DMSO, 100% iron-clioquinol control | Potency, µM (doses to about 46.1 µM), for the others: at the highest dose growth rescue, most hits filed as activators | 410,000 tested, 0.063% active | AID 1347071; also: potency is read from the fitted curve at half-maximal effect; nearly all actives have a fitted effect of over 55% in size
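Yeast growth medium received pinned compounds, then yeast cells expressing toxic A-beta were added; plates incubated at 30 C for 48 hr. Growth read as absorbance at 600 nm, normalized to DMSO and equimolar FeCl3 plus clioquinol controls.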
Nrf2 activator = activates Nrf2 signaling | AREc32 ARE-luciferase reporter (MCF7-derived line), luminescence, 24 h | Potency, µM (top dose mostly 46.1 µM), for inactives: at the highest dose activation, actives largely listed as activators | 410,000 tested, 0.31% active; also: potency is read from the fitted curve at half-maximal effect; % of control where 0% means no effect; nearly all actives have a fitted effect of over 65% in size
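Luciferase luminescence (Steady-Glo, 30 min at room temperature) served as the read-out of ARE activation in AREc32 cells treated with compounds for 24 hr at 37 deg C.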
HepG2 tox = HepG2 cytotoxicity, counter-screen for TGF-b inhibitors. Potency, µM (highest dose often 46.1 µM), without a hit: top-dose activity change, negative = cytotoxicity, most hits filed as cytotoxic. HepG2 CAGA-GFP viability, ATP luminescence, 18 h. 410,000 tested, 0.76% active; also: potency is read from the fitted curve at half-maximal effect; some results filed as inactive show a strong effect at the top dose
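CellTiter-Glo luminescence gave cytotoxicity after 18 hours at 37 degrees C. The cells were HepG2 CAGA-GFP in 1% FBS DMEM, stimulated with 500 pg/mL TGF-beta after compound addition. %Activity was normalised to no-cell wells (complete cell-killing) and DMSO (no toxicity), and curves were fitted and classified.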
TGFb inhibitor = inhibitors of TGF-b signaling; AID 588855; HepG2 CAGA-GFP TGF-b/SMAD3 reporter, GFP fluorescence, 18 h; TGF-beta stimulated, 500 pg/mL final; 410,000 tested, 1.2% active; Potency, µM (highest dose often 46.1 µM), inactives show at the highest dose activity, negative = inhibition, most hits filed as inhibitors; also: potency is read from the fitted curve at half-maximal effect; % is scaled to controls: 0 for no effect and ±100 for the full control effect; nearly all actives have a fitted effect of over 65% in size
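Inhibition was scored as loss of TGF-beta-induced (500 pg/mL final, 18 hours, 37 degrees C) GFP in HEPG2 cells carrying a CAGA-GFP reporter, in DMEM with 1% FBS. Well GFP was summed per cell; Activity was normalised to unstimulated and stimulated DMSO wells, then concentration-response fitting.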
pAkt inh = blocks phosphorylation of Akt. activity change, % for hits at 50 µM. AID 651550. Neuro2A IGF-stimulated pAkt S473 HTRF, 20 min; active compounds read low. 360,000 tested, 0.32% active; in the data active = activity change below about -80%; inconclusive = mostly about -51% to -80%; also: % is scaled to controls: 0 for no effect and ±100 for the full control effect
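Neuro2A cells (4,500/well, DMEM with 0.5% FBS) were treated with compound at a single 50 µM final concentration, stimulated with 6 nM IGF for 20 min at 37 °C, and lysed. Phospho-Akt Ser473 was read by HTRF as 665/615 ratio ×10^4.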
A549 viability = A549 cytotoxicity, counter-screen for Nrf2 inhibitors; A549 ARE-Fluc cells, CellTiter-Fluor viability, 18-24 h; Potency, µM (doses to about 46 µM), for the others: top-dose activity change, negative = cytotoxicity, hits mostly inhibitors; 390,000 tested, 0.16% active; also: potency is read from the fitted curve at half-maximal effect; % is scaled to controls: 0 for no effect and ±100 for the full control effect
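A549 ARE-Fluc cells in 5% FBS OPTI-MEM, 5000 cells/well, rested 2 h then exposed to compounds in concentration-response for 18-24 h at 37 °C. Viability by CellTiter-Fluor fluorescence (Ex 405/Em 525) after 30 min; luciferase luminescence (BugLite, 15 min, RT) read afterwards.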
MmCpn inh = inhibitors of Methanococcus maripaludis chaperonin (MmCpn); purified Mm-Cpn ATPase, ADP Transcreener TR-FRET; Potency, µM (top dose mostly 76.9 µM), for the others: at the top dose activity, negative = inhibition, hits mostly inhibitors; 330,000 tested, 0.031% active; also: potency is read from the fitted curve at half-maximal effect; % is scaled to controls: 0 for no effect and ±100 for the full control effect; nearly all actives have a fitted effect of over 80% in size
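Measured: ADP formation by purified Mm-CPN. Conditions: 25 nM protein, 10 uM ATP, Tris pH 7.4 with Mg2+, K+ and DTT, 37°C for 30 min. Detection: Transcreener HTRF after 30 min at room temperature.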
Nrf2 block = blocks Nrf2 signaling; 360,000 tested, 2.1% active; A549 ARE-Fluc reporter, luciferase luminescence, 18-24 h; AID 504444; Potency, µM (top dose mostly 46 µM), for the others: at the highest dose activity change, negative = inhibition, most hits filed as inhibitors; also: potency is read from the fitted curve at half-maximal effect; % is scaled to controls: 0 for no effect and ±100 for the full control effect; nearly all actives have a fitted effect of over 60% in size
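Reporter: ARE-Fluc in A549. Exposure: 18-24 h, 37 °C, 5% CO2, 5% FBS OPTI-MEM. Readouts: fluorescent cytotoxicity (CellTiter-Fluor), then luminescent Nrf2 signal after BugLite.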
CCT modulator = modulators of cytosolic chaperonin (CCT/TRiC) activity; purified chaperonin ATPase assay, HTRF ADP detection, 30 min; 360,000 tested, 0.3% active; AID 651819; activity change, % (concentration not given with the values), hits read low; in the data active = activity change below about -30%; also: % is scaled to controls: 0 for no effect and ±100 for the full control effect
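TRiC at 40 or 20 nM final (batch-dependent) in 30 mM Tris pH 7.4, 100 mM KCl, 5 mM MgCl2, 1 mM DTT, with compound at single 76 uM and 10 uM ATP, 30 min at 37 deg C. ADP detected by HTRF Transcreener, 665/615 ratio.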
The depositor's hits bear a star; i = inactive; u = inconclusive; x = no result given; & = joins results of further samples; [ ] = another dose, or the depositor's remark. Unless noted, calls follow the shape of the dose curve; as a rule, active = well fitted curve in the direction sought with a large enough effect; inconclusive = small, poorly fitted or top-dose-only effect, or another doubt; inactive = no such curve, though single readings can be large; an effect the other way counts as inactive or inconclusive. This is a random part of the collection; 4.3% or so of the library scored in one or more.

Structure,Abeta yeast res,Nrf2 activator,HepG2 tox,TGFb inhibitor,pAkt inh,A549 viability,MmCpn inh,Nrf2 block,CCT modulator
CCOC(=O)C1(Cc2cccc(OC)c2)CCN(Cc2cccc(OCC)c2O)CC1,-7%,2.8%,-38%,-30%,i,1%,3%,u,0.8
NC(=S)NNc1c(F)c(F)c(F)c(F)c1F,-21%,3.3%,5%,-2%,i,0%,-4%,1%,1.3
O=C1CN(C(=S)NC(=O)c2ccccc2[N+](=O)[O-])CCN1,-2%,-1.1%,-1%,0%,i,11%,2%,-2%,-0.1
Cc1[nH]cnc1C(=O)N/N=C/c1ccc([N+](=O)[O-])s1,-26%,-0.1%,-133%,-20%,i,u,-3%,u,-2.8
C=CCNCCCCOc1cccc(Br)c1,-16%,5.4%,-4%,-8%,i,5%,-4%,u,-2.8
CCc1nnc(NS(=O)(=O)c2ccc(NC(=S)NC(=O)/C=C/c3cccs3)cc2)s1,-3%,3.3%,-1%,14%,i,-5%,1%,5%,-1.8
CCOc1ccccc1CNC(=O)C1CCN(S(=O)(=O)c2c(C)noc2/C=C/c2ccccc2F)CC1,10%,12%,-9%,-2%,x,-2%,x,x,x
COCC#Cc1ccc2c(c1)O[C@@H](CN(C)S(=O)(=O)c1cccc(F)c1)[C@@H](C)CN([C@H](C)CO)S2(=O)=O,2%,3.6%,-19%,3%,i,x,x,x,0.3
O=C(NCc1ccncc1)Nc1cc(Cl)ccc1Cl,-5%,-0.3%,-4%,-5%,i,1%,-2%,-29%,0.4
Cc1cc2c(cc1S(=O)(=O)N1CCC(C)CC1)OCC(=O)N2,19%,0.1%,-4%,7%,x,1%,x,-11%,x
OC(c1ccc(Cl)cc1)c1nnc(-c2ccccc2)o1 (stereo not given),u,0.6%,-15%,-2%,i,-18%,-1%,0%,1.7
COc1ccc(C(=O)NC(=S)NNC(=O)CCc2ccccc2)cc1,u,0.0%,10%,3%,i,-22%,-1%,7.3µM*,-1.1
Cc1cccc(-n2c(SCC(=O)Nc3ccccc3Cl)nc3n[nH]c(C)c3c2=N)c1,14%,-2.6%,-61%,-30%,x,-9%,x,x,x
Cc1cccc(N2CCN(C(=O)c3ccc(NC(=O)c4nsc5ccccc45)cc3)CC2)c1C,-10%,-1.2%,-24%,-2%,x,5%,x,x,x
CCCc1noc2c1/C(=N\O)CC(c1ccccc1)C2 (stereo not given),8%,0.4%,2%,-2%,i,-1%,-2%,-5%,-6.4
CC[C@@H]1C(c2ccc(F)cc2)=NN(c2ccc(Br)cc2)[C@H]1C(=O)N1CCOC1=O,2%,6.0%,-58%,u,i,-11%,-20%,-20%,1.5
O=C(O)CNC(=O)CCn1nnc2ccccc2c1=O,1%,-0.4%,7%,5%,i,1%,-1%,4%,-0.7
O=C(NNC(=O)c1ccccc1F)c1ccc(Cl)c(S(=O)(=O)N2CCOCC2)c1,-5%,5.1%,-2%,0%,i,1%,-13%,0%,-1.5
CC(=O)Nc1cccc(-c2ccnc3c2CC(C)(C(=O)NCCc2ccccc2)O3)c1 (stereo not given),-10%,-0.1%,0%,u,i,x,x,x,1.2
O=c1c(-c2ccc3c(c2)OCCO3)coc2cc(OC3OC(CO)C(O)C(O)C3O)ccc12 (stereo not given),1%,0.2%,4%,6%,i,-3%,u,7%,0.4

(further entries)
Structure,Abeta yeast res,Nrf2 activator,HepG2 tox,TGFb inhibitor,pAkt inh,A549 viability,MmCpn inh,Nrf2 block,CCT modulator
CCOC(=O)c1ccc(-n2c(-c3ccc(C)cc3)c(C)n3c4c(=O)n(C)c(=O)n(C)c4nc23)cc1,-6%,-1.2%,-24%,-2%,x,7%,x,-2%,x
CC(C)CNC(=O)CN1c2cccc3cccc(c23)S1(=O)=O,8%,-0.9%,13%,5%,i,-4%,0%,-19%,1.3
Cc1ccc(C(=O)N[C@H](C(=O)Nc2sccc2C(N)=O)C(C)C)cc1,-10%,2.4%,1%,-11%,i,-7%,-1%,u,1.2
CC1OC(C)(C)OC1C1CNc2nc(NC(=O)C(C)(C)C)[nH]c(=O)c2N1C(=O)c1cccnc1 (stereo not given),-16%,-0.4%,28%,11%,i,1%,-1%,2%,-0.4
O=c1[nH]c(CSc2cccc[n+]2[O-])nc2ccccc12,u,13%,-48%,u,i,2%,2%,22%,2.3
Cc1onc(-c2ccccc2)c1C(=O)N/N=C/c1cc2c(cc1Cl)OCO2,11%,2.6%,-16%,-28%,i,-10%,3%,u,-5.7
O=C(COC(=O)c1cncc(Br)c1)NCc1ccc(F)cc1,-6%,0.1%,2%,3%,i,-1%,1%,1%,-0.1
CCn1cc(C(=O)NCc2ccc(C)cc2)c(=O)c2cc(S(=O)(=O)N(C)C3CCCCC3)ccc21,7%,-1.0%,-10%,u,x,-9%,x,u,x
Cc1sc2c(c1C)c(=O)n(Cc1ccccc1)c(=O)n2CC(=O)Nc1cccc(Cl)c1,-3%,-0.5%,-11%,2%,x,-16%,x,u,x
O=c1cc(Cl)[nH]n(-c2ccccc2)c1=O,-6%,-1.3%,2%,0%,i,4%,1%,-3%,-2.7
CCN(CC)C(=O)C(Oc1ccc(C)nc1[N+](=O)[O-])c1ccccc1 (stereo not given),-1%,-0.5%,-6%,-7%,i,3%,1%,0%,-0.2
CCOc1ccc2sc(NS(=O)(=O)c3ccc(OC)c(OC)c3)nc2c1,1%,0.1%,-16%,35%[activator],i,-3%,x,-24%,-1.4
COc1ccc(-c2cc(C(F)F)n3ncc(C(=O)NCCCN4CCCC4=O)c3n2)cc1,4%,1.9%,-18%,-25%,i,-7%,-1%,19%,-1.5
CN/N=C/c1ccc(C#N)cc1,6%,0.4%,-17%,-9%,i,1%,u,-18%,-0.3
O=C(Oc1ccccc1Cl)c1ccccc1,7%,-0.5%,8%,1%,i,6%,x,1%,0.9
Brc1ccc(-c2csc(Nc3nc(-c4ccc(Br)cc4)cs3)n2)cc1,12%,3.1%,5%,0%,i,4%,-4%,15%,1.5
COc1ccc(CCn2c(=O)c3cccnc3n(CC(=O)Nc3ccc(C)c(F)c3)c2=O)cc1OC,-16%,0.4%,2%,-16%,x,-4%,x,13%,x
COc1ccc(-c2nc(CNS(=O)(=O)c3ccc(Br)cc3)cs2)cc1,7%,4.8%,-20%,x,x,9%,x,2%,x
COc1ccc(NC(=O)c2ccc(-n3nc(C)cc3C)cc2)cc1OC,16%,3.1%,0%,13%,i,-15%,-2%,-29%,-2.2
COc1ccc(C2CC(c3ccccc3)Oc3cc(C)cc(C)c32)cc1 (stereo not given),x,x,-14%&-36%,0%&-6%,x,23%&13%,x,15%&-3%,x

Other compounds:
Structure,Abeta yeast res,Nrf2 activator,HepG2 tox,TGFb inhibitor,pAkt inh,A549 viability,MmCpn inh,Nrf2 block,CCT modulator
CCN(c1ccccc1)S(=O)(=O)c1ccc(N)cc1,29%,0.2%,-2%,-2%,i,-1%,1%,6%,-0.1
Cc1ccccc1Cn1c(-c2ccc(=O)[nH]c2)nc2ccccc21,-12%,3.2%,0%,5%,i,4%,0%,-8%,-3.2
CC(NS(=O)(=O)c1ccc(N)cc1)C1CC2CCC1C2 (stereo not given),-56%[inhibitor],1.3%,-4%,5%,i,9%,-2%,-2%,-2.0
O=C(Nc1ccnc(-c2ccncc2)n1)c1ccc(Cl)cc1,-10%,4.9%,5%,-18%,i,-2%,-1%,2%,-2.5
O=C(C[C@@H]1C/C=C\C[C@H](Cc2ccc(F)cc2)C(=O)OC[C@H]2CCCN2C1=O)N[C@H](CO)Cc1ccccc1,0%,0.3%,6%,-1%,i,-4%,-1%,-7%,1.4

Full records, quoted from the list. Values in the order: Abeta yeast res | Nrf2 activator | HepG2 tox | TGFb inhibitor | pAkt inh | A549 viability | MmCpn inh | Nrf2 block | CCT modulator
Entry for Cc1cccc(-n2c(SCC(=O)Nc3ccccc3Cl)nc3n[nH]c(C)c3c2=N)c1 : 14% | -2.6% | -61% | -30% | x | -9% | x | x | x
Entry for Cc1ccccc1Cn1c(-c2ccc(=O)[nH]c2)nc2ccccc21 : -12% | 3.2% | 0% | 5% | i | 4% | 0% | -8% | -3.2

Results in HepG2 tox and Nrf2 block, for 5 of the compounds above:
SMILES	HepG2 tox	Nrf2 block
Cc1ccccc1Cn1c(-c2ccc(=O)[nH]c2)nc2ccccc21	0%	-8%
CCN(c1ccccc1)S(=O)(=O)c1ccc(N)cc1	-2%	6%
O=C(C[C@@H]1C/C=C\C[C@H](Cc2ccc(F)cc2)C(=O)OC[C@H]2CCCN2C1=O)N[C@H](CO)Cc1ccccc1	6%	-7%
CC(NS(=O)(=O)c1ccc(N)cc1)C1CC2CCC1C2 (stereo not given)	-4%	-2%
O=C(Nc1ccnc(-c2ccncc2)n1)c1ccc(Cl)cc1	5%	2%
